Screening data: PubChem BioAssay, several laboratories
CHRM4 antagonist: blocks acetylcholine activation of human M4 receptor. CHO-hM4 cells, ACh EC80, Fluo-8 calcium fluorescence. P08173. inhibition, % at 3 µM. hit rate 0.73% among 360,000;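 active = inhibition above its plate's cutoff, the mean inhibition of sample wells plus 3 SD, cut at about 27% in these data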;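 note: 0% = acetylcholine EC80 with DMSO and 100% = DMSO without agonist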
Target sequence (P08173 whole entry, looked up): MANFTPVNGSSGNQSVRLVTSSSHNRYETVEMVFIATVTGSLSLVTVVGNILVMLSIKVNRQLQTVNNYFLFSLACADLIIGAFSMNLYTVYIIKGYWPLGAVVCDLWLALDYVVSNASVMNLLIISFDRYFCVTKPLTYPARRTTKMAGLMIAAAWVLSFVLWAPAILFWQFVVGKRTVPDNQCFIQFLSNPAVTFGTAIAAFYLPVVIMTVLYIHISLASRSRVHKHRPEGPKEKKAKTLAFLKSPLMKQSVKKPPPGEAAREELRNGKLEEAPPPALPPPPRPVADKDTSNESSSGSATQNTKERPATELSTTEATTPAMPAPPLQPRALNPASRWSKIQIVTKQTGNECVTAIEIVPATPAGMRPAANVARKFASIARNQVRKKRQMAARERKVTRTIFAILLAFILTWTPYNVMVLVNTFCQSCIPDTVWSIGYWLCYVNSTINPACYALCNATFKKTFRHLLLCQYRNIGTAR
CRFBP-R2 block: CRF-BP/CRF-R2 complex antagonism; inhibition, % at 11.8 µM; HEK293 CRF-R2/CRF-BP, CRF-induced calcium fluorescence; hit rate 0.59% among 350,000; AID 588475;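 active = inhibition of the ligand-induced calcium signal above about 50% at the single tested concentration, limit read from the data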
CRFR2-BP ag: agonists of human CRF-binding protein/CRF-R2 receptor complex | HEK293 CRF-R2/CRF-BP, calcium dye fluorescence (FLIPR); percent of saturating CRF peptide response | activation, % at 13.2 µM | hit rate 0.46% among 350,000 | AID 588473;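 active = activation of at least 50%, plus an integration ratio under a set limit after plate pattern correction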;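 note: plate controls were neutral control wells without compound for no effect and CRF at EC100 for full effect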
CHRM5 antagonist: blocks acetylcholine activation of human M5 receptor; hit rate 0.59% among 360,000; CHO-hM5 cells, Fluo-8 calcium fluorescence, ACh EC80; P08912; inhibition, % at 3 µM; AID 624040;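 active = inhibition above a per-plate cutoff, the mean of that plate's test compounds plus 3 SD, cut at about 27% in these data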;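 note: 0% = acetylcholine EC80 with DMSO and 100% = DMSO without agonist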
Target sequence (P08912 whole entry, looked up): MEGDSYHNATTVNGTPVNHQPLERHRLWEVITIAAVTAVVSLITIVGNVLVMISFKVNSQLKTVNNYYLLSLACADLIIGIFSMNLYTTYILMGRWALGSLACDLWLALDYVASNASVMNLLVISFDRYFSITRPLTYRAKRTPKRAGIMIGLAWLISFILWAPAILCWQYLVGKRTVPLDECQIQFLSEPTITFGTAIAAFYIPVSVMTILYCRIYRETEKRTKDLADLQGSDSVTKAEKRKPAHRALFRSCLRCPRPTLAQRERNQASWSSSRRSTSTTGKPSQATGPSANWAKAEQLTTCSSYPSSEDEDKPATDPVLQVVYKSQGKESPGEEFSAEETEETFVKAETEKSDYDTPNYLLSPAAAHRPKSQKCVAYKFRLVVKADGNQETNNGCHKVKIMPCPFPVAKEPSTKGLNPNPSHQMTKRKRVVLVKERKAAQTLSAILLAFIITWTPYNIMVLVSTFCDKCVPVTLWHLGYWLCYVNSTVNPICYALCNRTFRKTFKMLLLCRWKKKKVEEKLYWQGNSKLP
M5 PAM: CHRM5 positive allosteric modulation; P08912; CHO-K1 hM5, Fluo-8 calcium, ACh EC20 PAM; 0% = ACh EC20, 100% = ACh EC100; activation, % at 3 µM; hit rate 0.3% among 360,000;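 active = activation above the run cutoff, the mean activation of all test compounds plus 3 SD, cut at about 18% in these data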
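Probe or stimulus: acetylcholine, EC20 level; Assay system: human M5 receptor in CHO-K1 cells; Schedule: compound preincubation 140 s before EC20 acetylcholine addition; Technique: intracellular calcium via Fluo-8 fluorescence; Dosing: single-point, 3 µM nominal; Read-out basis: percent activation from peak-over-basal fluorescence ratio, scaled EC20-to-EC100 acetylcholine; Repeats: one well per compound, no replicates.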
CHRM1 PAM: potentiates human M1 receptor response to acetylcholine. P11229. activation, % at 3 µM. hit rate 0.088% among 360,000. CHO-K1 hM1, Fluo-8 calcium fluorescence, ACh EC20; 0% = ACh EC20, 100% = maximal ACh; in the data active = activation above about 19%, passing the limit was not always enough
M5 ag: CHRM5 agonism in calcium assay; activation, % at 3 µM; hit rate 0.19% among 360,000; CHO-K1 hM5 cells, Fluo-8 calcium fluorescence; 0% DMSO wells, 100% maximal acetylcholine response; P08912;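 active = activation above the run's mean over test compounds plus 3 SD, cut at about 23% in these data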;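 note: signal is peak over basal fluorescence ratio across the kinetic read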
M4 PAM: positive allosteric modulators of human muscarinic M4 receptor | P08173 | activation, % at 3 µM | CHO-K1 hM4/Gqi5, Fluo-8 calcium fluorescence, ACh EC20; 0% = ACh EC20, 100% = maximal ACh | hit rate 0.4% among 360,000;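 active = activation above its plate's cutoff, the mean activation of sample wells plus 3 SD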; note: some results filed as inactive read as strong as hits
M4 ag: agonists of human muscarinic M4 receptor (CHRM4). P08173. hit rate 0.14% among 360,000. AID 624127. CHO-K1 hM4/Gqi5, Fluo-8 calcium fluorescence; vehicle 0%, full acetylcholine response 100%. activation, % at 3 µM;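 active = activation above the run mean over all test wells plus 3 SD, cut at about 32% in these data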;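 note: peak over basal fluorescence ratio per well then scaled between controls; 0% = DMSO wells and 100% = acetylcholine at EC100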
The depositor's hits bear a star; · = no result given.

SMILES | CHRM4 antagonist | CRFBP-R2 block | CRFR2-BP ag | CHRM5 antagonist | M5 PAM | CHRM1 PAM | M5 ag | M4 PAM | M4 ag
O=C(C=Cc1ccccc1)c1cccs1 | 5 | -9 | -3.3 | 5 | 2 | 8 | 1 | 1 | 0
COCCn1c(C)cc(C(=O)CN2C(=O)NC3(CCCCCCC3)C2=O)c1C | -1 | -12 | 0.9 | -5 | 8 | 10 | 1 | 9 | 2
COc1ccc(NC(=O)c2ccc(NS(=O)(=O)c3c(C)noc3C)cc2)cc1OC | 1 | 11 | 1.7 | -1 | -1 | 3 | -8 | 4 | 0
Cc1c(CNCCc2ccc(Cl)cc2)c(C(=O)O)c(C)n1-c1ccccc1 | 3 | 11 | -2.5 | 21 | -14 | -7 | 2 | -10 | 19
O=C(Cn1nnc(-c2ccccc2)n1)NCc1cccs1 | -6 | -6 | -6.2 | 4 | 1 | 7 | 1 | 6 | 0
CC(=O)c1c(C)[nH]c(C(=O)OCc2ccc([N+](=O)[O-])cc2)c1C | 5 | -4 | -3.1 | 9 | -4 | 2 | 4 | -3 | 6
O=C(Nc1ccccc1OC(F)F)C1CC(=O)N(Cc2ccccc2)C1 (stereo not given) | 1 | -15 | -0.3 | 0 | 1 | -5 | 4 | 2 | 0
COc1c2c(c(CCC(=O)O)c3c1C=CC(C)(C)O3)OC(C)(C)C=C2 | -2 | -7 | 0.7 | 0 | 0 | 0 | -3 | -2 | 0
Cc1ccc2nc(Cl)nc(-c3ccccc3)c2c1 | 0 | 16 | 1.7 | 3 | 2 | -1 | -4 | -3 | -1
CCOc1ccccc1N(CC(=O)NCCc1ccccc1)C(=O)CCC(=O)Nc1ccccn1 | 16 | -17 | 0.3 | 2 | 2 | -4 | 1 | -4 | 5
COc1cc(/C=N\NC(=O)CN2CCOCC2)ccc1OCC(=O)Nc1ccc(C)c(C)c1 | 4 | -15 | -0.5 | 2 | 3 | 4 | 4 | 13 | 6
NC(=O)c1cnc(Cc2c[nH]c3ccccc23)c(I)c1 | -24 | · | · | 8 | -5 | -8 | 3 | -2 | 13
Cc1ccc(-n2nc3c(c2NC(=O)c2ccco2)CS(=O)C3)c(C)c1 (stereo not given) | 3 | 10 | -0.1 | -10 | 1 | 6 | -4 | 0 | 0
CCCN1C(=O)C(=O)N(CC(=O)c2cc(C)n(C3CC3)c2C)C1=O | -7 | 13 | -5.1 | 2 | -5 | 7 | 0 | -2 | 3
COCC(=O)Nc1cc(C)cn(Cc2c(F)cccc2Cl)c1=O | -3 | 12 | -0.5 | -3 | -3 | 11 | -1 | -2 | 1

Profiles as entered above.
O=C(C=Cc1ccccc1)c1cccs1 in the list: CHRM4 antagonist = 5; CRFBP-R2 block = -9; CRFR2-BP ag = -3.3; CHRM5 antagonist = 5; M5 PAM = 2; CHRM1 PAM = 8; M5 ag = 1; M4 PAM = 1; M4 ag = 0
Cc1ccc(-n2nc3c(c2NC(=O)c2ccco2)CS(=O)C3)c(C)c1 (stereo not given) in the list: CHRM4 antagonist = 3; CRFBP-R2 block = 10; CRFR2-BP ag = -0.1; CHRM5 antagonist = -10; M5 PAM = 1; CHRM1 PAM = 6; M5 ag = -4; M4 PAM = 0; M4 ag = 0
O=C(Nc1ccccc1OC(F)F)C1CC(=O)N(Cc2ccccc2)C1 (stereo not given) in the list: CHRM4 antagonist = 1; CRFBP-R2 block = -15; CRFR2-BP ag = -0.3; CHRM5 antagonist = 0; M5 PAM = 1; CHRM1 PAM = -5; M5 ag = 4; M4 PAM = 2; M4 ag = 0

(listing goes on)
SMILES | CHRM4 antagonist | CRFBP-R2 block | CRFR2-BP ag | CHRM5 antagonist | M5 PAM | CHRM1 PAM | M5 ag | M4 PAM | M4 ag
Cc1ccc(N(CC(=O)O)S(C)(=O)=O)cc1Cl | -1 | -4 | 0.1 | 5 | 2 | 6 | 1 | -1 | 0
CN(C(=O)COC(=O)c1ccccc1SCC(=O)NC1CCCCCCC1)C1CCS(=O)(=O)C1 (stereo not given) | -7 | 9 | -0.2 | 0 | 4 | -2 | -4 | -2 | 1
COCc1c(C(=O)NC2CCCCC2)sc2cccc(F)c12 | -12 | 0 | 1.3 | -2 | 4 | 0 | 0 | 8 | 1
COc1ccc(OC(=O)C2CC(=O)N(c3ccc(C)cc3)C2)cc1 (stereo not given) | -2 | 6 | 0.5 | -1 | 3 | 10 | 4 | 0 | 0
CSc1nc(C)cc(SCCO)n1 | -3 | -5 | 3.9 | -4 | 1 | 2 | 1 | 3 | 2
O=C(O)c1ccc(S(=O)(=O)N2CCCC2)cc1 | 5 | 18 | 0.1 | 0 | 2 | 13 | 0 | -1 | 1
CCCCNC(=O)Nc1nc2ccc(CC)cc2s1 | 1 | -22 | 0.0 | 7 | -2 | -7 | -3 | -5 | 3
COc1cc(OC)cc(C(=O)OCC(=O)Nc2ccc(F)cc2F)c1 | -7 | -7 | -6.9 | 7 | 4 | 2 | 4 | 9 | 1
CN1CCc2c1nc1ccccc1c2NC(=O)CN1CCCC1 | 7 | 10 | -0.1 | 1 | 7 | 9 | -2 | -2 | 1
O=C(CN1C(=O)C(=O)N(C2CCCC2)C1=O)Nc1ccc([N+](=O)[O-])cc1 | -4 | -7 | 0.0 | -7 | 4 | 8 | 3 | 4 | 5
COC(=O)c1sccc1S(=O)(=O)N1CCCC(N(C)CCc2ccccn2)C1 (stereo not given) | -7 | 11 | -2.1 | 2 | -3 | 8 | -6 | 1 | 1
Cn1c(C(=O)NCCN2CCOCC2)cc2sccc21 | 8 | -21 | 8.5 | -8 | 10 | 6 | 1 | 15 | 1
CN(C)S(=O)(=O)c1ccc(S(=O)(=O)N2CCN(CCC#N)CC2)cc1 | -8 | 7 | 7.1 | 12 | -7 | 4 | 3 | 3 | 0
O=C1CNC(=O)N1CC(=O)N1CCCc2ccccc21 | 4 | -4 | 0.3 | 8 | -3 | 3 | -1 | -2 | 0
COc1ccc(CCNC(=O)CSc2ccc(NC(C)=O)cc2)cc1OC | -9 | -6 | 0.2 | 14 | -2 | 12 | -3 | 5 | 2
COc1cn(-c2ccccc2)nc1C(=O)Nc1ccccc1 | -9 | 1 | -2.5 | -4 | -1 | -1 | 0 | -4 | 3
CC1=N/C(=C/c2ccco2)C(=O)O1 | -6 | 8 | 0.5 | -5 | 7 | 5 | -1 | -2 | 1
Cc1cccc(NC(=O)c2nc[nH]c2C(=O)NCCCCNC(=O)c2[nH]cnc2C(=O)Nc2cccc(C)c2)c1 | 2 | -2 | 1.5 | -2 | 7 | 5 | 4 | -1 | 2
CC(CC(=O)Nc1cccc(Cl)c1)c1ccccc1 (stereo not given) | -5 | 24 | -3.7 | 6 | -2 | -2 | -4 | 2 | 2
O=[N+]([O-])c1cccc(N(CC2CO2)S(=O)(=O)c2ccccc2)c1 (stereo not given) | 4 | -2 | -0.7 | -1 | 5 | 4 | -1 | 3 | 0
Cc1cccc(NC(=O)CN2C(=S)NC(C)(C)CC2C)c1C (stereo not given) | -2 | -13 | -2.0 | -10 | 5 | 4 | -1 | 10 | 0
CC(=O)c1ccc(NC(=O)C(C)OC(=O)c2ccc(NS(=O)(=O)c3ccc4[nH]c(=O)[nH]c4c3)cc2)cc1 (stereo not given) | 0 | 1 | 0.4 | -4 | 10 | 2 | 7 | -4 | 0
Oc1ccc(C=Nc2ccc(N3CCOCC3)cc2)c(O)c1 | 3 | -9 | 8.4 | 14 | -5 | -2 | 2 | -6 | 6
N/C(=N\OC(=O)c1ccco1)c1ccccc1 | -2 | 14 | -0.7 | -8 | 8 | -5 | 1 | -10 | 2
Cc1cc(=O)n2c3ccccc3n(CC(O)CN3CCN(Cc4ccccc4)CC3)c2c1C#N (stereo not given) | 20 | 10 | -5.7 | 9 | -12 | -22 | -15 | -45 | 8
O=C(NCCNC(=O)C1CC2CCC1C2)C1CC2CCC1C2 (stereo not given) | 0 | 6 | -0.8 | 3 | 0 | 8 | 1 | 1 | 1
O=c1c2ccccc2ncn1CCCSc1ccccc1 | -3 | -8 | -4.4 | 0 | 11 | 12 | -8 | -3 | 4
CCC(CO)N=CC1=C(O)CC(c2ccccc2)CC1=O (stereo not given) | -6 | -7 | -3.0 | 8 | 4 | 14 | -2 | 3 | 1
CC(C(=O)Nc1ncc([N+](=O)[O-])s1)N1C(=O)c2ccccc2S1(=O)=O (stereo not given) | -9 | 5 | 0.6 | 4 | -5 | 6 | 5 | 5 | 1
COc1ccc(NC(=O)CNC(=O)Cn2c(C)cc3ccccc3c2=O)cc1OC | 5 | -6 | -0.5 | 17 | -5 | -5 | -1 | -9 | 8
CC(Oc1cccc(F)c1)C(=O)Nc1ccc(N2CCOCC2)cc1 (stereo not given) | -9 | -1 | -0.2 | 0 | -3 | 11 | 0 | 1 | 2
CSCCC(NC(=O)COc1ccccc1)C(=O)N1CCN(C(C)=O)CC1 (stereo not given) | -3 | -24 | 3.0 | 3 | 2 | 14 | -2 | 3 | 1
CN(CCNC(=O)c1c[nH]c2c1ccc1ccccc12)CCNC(=O)c1c[nH]c2c1ccc1ccccc12 | 7 | -3 | -0.2 | 9 | 3 | 5 | -7 | -2 | 3
O=C(CCN1C(=O)c2ccc(Br)cc2C1=O)NC1CCCCC1 | -11 | 2 | -1.5 | 0 | -4 | -8 | 3 | -2 | 7
Cn1c(-c2sc3cc(C(F)(F)F)cnc3c2-c2ccccc2)n[nH]c1=S | -1 | -16 | -1.6 | -14 | 0 | -1 | -7 | -4 | 0
CCCCNC(=O)c1nc(-c2cccs2)oc1-c1ccc(Cl)cc1 | -4 | · | · | -8 | 11 | · | 2 | 0 | 1
COc1ccc(NC(=O)CC2C(=O)NC3CCCCC3N2C(=O)c2ccc(F)cc2)cc1 (stereo not given) | -2 | 3 | -1.1 | 23 | -9 | -3 | 0 | -14 | 18
O=C(Nc1ccc(Cl)cc1)NC1CCCC1Cc1ccco1 (stereo not given) | 5 | 15 | -0.1 | 11 | -26 | -5 | -3 | -5 | 7
CCOCCCNC(=O)c1c(-c2ccccc2)noc1C | 4 | -17 | 4.5 | -15 | 13 | 13 | 2 | 3 | 2
CC1(c2ccccc2)NC(=O)N(NC(=O)COC(=O)c2cc(Br)ccc2O)C1=O (stereo not given) | 3 | -8 | 2.0 | 3 | 8 | 11 | -1 | 8 | 0
Cc1ccc(CN(C)C(=O)COc2ccc(S(=O)(=O)N3CCCC3)cc2[N+](=O)[O-])c(C)c1 | -26 | 9 | 0.4 | 2 | -1 | 0 | -7 | -5 | 7
CCOc1ccc(CC(=O)NCC(=O)NCc2cc(=O)n(C)c(=O)n2C)cc1 | 1 | -15 | -0.9 | 2 | -2 | 11 | -2 | 1 | 1
COc1cc(C(=O)Oc2ccccc2/C=N/NC(=O)c2ccc(C)c(Cl)c2)cc(OC)c1OC | 1 | 30 | -1.0 | 11 | -4 | 4 | -1 | 2 | 0
COc1ccc(S(=O)(=O)N(CC(=O)NCc2ccncc2)c2ccc(C)cc2)cc1OC | -3 | 12 | -1.1 | 5 | -1 | 6 | -2 | -4 | 2
Cn1c(N2CCOCC2)nc2c1c(=O)n(Cc1ccc(Cl)cc1)c(=O)n2C | 2 | 12 | -1.0 | -1 | 1 | 6 | -1 | 0 | 1
Cc1nc2ccccn2c1-c1ccnc(=S)[nH]1 | 0 | -1 | -2.5 | -6 | 13 | 5 | 1 | 6 | 3
